Keap1 Nrf2 FP – Keap1-Nrf2 (human) interaction inhibition; 0.15% of 340,000 active; Keap1 Kelch-Nrf2 peptide fluorescence polarization, 1536-well; AID 504523; inhibition, % at 9.4 µM; in the data active means inhibition above about 12%;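 further: human Keap1 Kelch domain with fluorescein labeled Nrf2 9mer peptide probe; 0% = neutral control wells and 100% = peptide positive control; higher means more block of Keap1 binding to Nrf2 peptide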
Wnt act – Wnt/beta-catenin pathway activation; Wnt/beta-catenin reporter cell assay, activator, plate reader; activation, % at 9.35 µM; 1.2% of 300,000 active; AID 743398; in the data active means activation above about 30%, passing the limit was not always enough;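 further: 0% = neutral control wells and 100% = positive control wells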
OPRM1-OPRD1 inv – inverse agonist of human OPRM1-OPRD1 heterodimerization; 0.21% of 340,000 active; AID 504357; cell-based MOR-DOR heterodimer luminescence, inverse agonism; P35372+P41143; inhibition, % at 9.3 µM; in the data active means inhibition above about 22%, passing the limit was not always enough;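 further: 0% = cells with DMSO and 100% = wells without cells with DMSO; values of inactives mirror those of a sister screen read the other way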
Pemphigus Ab inh – inhibitors of pemphigus antibody binding to human desmoglein-3; DSG3-coupled beads, scFv-anti-DSG3-GFP binding, flow cytometry; stronger effect = lower value; binding (percent of control), % at 10 µM; 0.48% of 310,000 active; AID 588358;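 active means binding more than 3 SD below its plate's average and above zero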;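 further: hits lower antibody fragment binding to DSG3; some compounds called inactive have numbers as strong as hits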
Target sequence (P32926 whole entry, looked up, the tested form may be a part): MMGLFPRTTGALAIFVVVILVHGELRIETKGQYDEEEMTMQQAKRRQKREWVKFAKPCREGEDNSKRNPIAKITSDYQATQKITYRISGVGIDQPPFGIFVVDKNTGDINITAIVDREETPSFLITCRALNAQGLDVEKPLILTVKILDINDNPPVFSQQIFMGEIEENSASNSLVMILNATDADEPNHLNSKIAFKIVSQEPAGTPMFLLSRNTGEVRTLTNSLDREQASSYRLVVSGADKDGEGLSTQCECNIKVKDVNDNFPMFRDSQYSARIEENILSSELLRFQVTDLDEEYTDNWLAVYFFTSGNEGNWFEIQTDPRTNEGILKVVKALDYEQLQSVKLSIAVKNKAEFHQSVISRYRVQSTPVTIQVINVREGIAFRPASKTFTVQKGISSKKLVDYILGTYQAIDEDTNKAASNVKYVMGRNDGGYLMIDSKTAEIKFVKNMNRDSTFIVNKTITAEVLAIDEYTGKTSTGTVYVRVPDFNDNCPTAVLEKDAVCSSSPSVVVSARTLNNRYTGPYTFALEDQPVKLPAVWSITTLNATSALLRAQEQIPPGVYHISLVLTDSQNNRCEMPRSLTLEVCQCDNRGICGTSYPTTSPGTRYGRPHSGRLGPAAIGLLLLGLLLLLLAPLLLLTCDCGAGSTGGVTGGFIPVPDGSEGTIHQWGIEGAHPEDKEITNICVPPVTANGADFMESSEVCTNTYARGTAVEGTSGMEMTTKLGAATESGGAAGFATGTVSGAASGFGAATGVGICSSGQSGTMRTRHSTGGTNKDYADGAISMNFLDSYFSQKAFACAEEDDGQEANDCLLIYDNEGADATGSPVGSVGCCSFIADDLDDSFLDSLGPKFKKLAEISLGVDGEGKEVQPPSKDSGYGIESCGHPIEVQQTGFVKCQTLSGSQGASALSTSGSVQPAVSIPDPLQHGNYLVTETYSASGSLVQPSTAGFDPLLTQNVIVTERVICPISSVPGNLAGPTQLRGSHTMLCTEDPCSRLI
RTF Ca sens inh – cardiac RTF calcium desensitization. P19429+P45379. IANBD-labeled cardiac RTF, Ca2+ fluorescence. inhibition, % at 7.15 µM. 0.12% of 340,000 active. AID 493244;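 active means inhibition above the mean inhibition of all tested compounds plus 3 SD, cut at about 17% in these data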;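 further: assay run at fixed EC70 calcium of 1.6 mM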
C-LANA FP – KSHV C-LANA DNA binding inhibition. AID 504423. inhibition, % at 9 µM. 0.078% of 340,000 active. MBP-C-LANA/FAM-LBS DNA binding, fluorescence polarization;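 active means highest replicate inhibition at or above 60% at 9 µM, even if other replicates fall short; inactive means all replicates below 60% inhibition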;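 further: 0% = neutral control wells and 100% = 4 µM acridine orange control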
V-ATPase pH – yeast V-ATPase proton transport regulation by pHLuorin; S. cerevisiae, pHLuorin cytosolic pH fluorescence; response, % at 10 µM; 0.37% of 350,000 active; in the data active means response mostly above about 7.3%, no sharp cut-off; inactive means mostly below about 5.4%; further: actives read high; inactives centre near 0; some compounds called inactive have numbers as strong as hits; reference of the scale not given here
RTF Ca sens act – cardiac RTF calcium sensitization | 0.24% of 340,000 active | activation, % at 7.2 µM | IANBD-labeled TnC RTF fluorescence at EC20 calcium; 0% EC20 calcium, 100% full calcium;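 active means activation above the mean over all tested compounds plus 3 SD, cut at about 30% in these data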;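 further: rise in fluorescence read as greater calcium sensitivity of cardiac thin filaments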
Arr AP2 block – inhibitors of human beta-arrestin and AP2 interaction; FITC-arrestin peptide / GST-AP2 beads, flow cytometry; AP2 beta2 appendage carries R879A mutation; 0.31% of 340,000 active; inhibition, % at 10 µM;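 active means inhibition above a set limit, near 3 SD of compounds lacking own fluorescence, cut at about 54% in these data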;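 further: plate controls were DMSO wells for no effect and 5 µM unlabelled arrestin peptide for full effect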
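test system = AP2 appendage R879A on GSH beads | buffer or medium = PBS plus Tween 20 (0.05%) and BSA (0.1%) | incubation = 12 min plus 1 h, RT | detection = bead flow cytometry, FITC channel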
OPRM1-OPRD1 ag – OPRM1-OPRD1 heterodimerization agonism; P35372+P41143; cells, luminescence; activation, % at 9.3 µM; 0.3% of 340,000 active; AID 504326; in the data active means activation above about 18%;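 further: 0% = vehicle-treated cells and 100% = reference agonist; values of inactives mirror those of a sister screen read the other way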
* hit, by the source's call; . = no result given.

1. Cc1cccc(OCc2nnc(N)s2)c1C
2. Cc1sc2ncnc(N3CCC(C(=O)Nc4nc(-c5ccc(F)cc5)cs4)CC3)c2c1C
3. CCOC(=O)c1c(O)c2ccccc2n(CC)c1=O
4. CCCCCCC(=O)NNC(=O)c1c(O)c2ccccc2n(CCC)c1=O
5. COc1cc(/C=C/C(=O)O)cc(S(=O)(=O)Nc2ccc3[nH]c(=O)[nH]c3c2)c1OC
6. COc1ccc(-c2ccc(SCC(=O)NCc3ccc4c(c3)OCO4)nn2)cc1OC
7. O=C(NCCN1CCCCC1)Nc1ccccc1
8. COc1cccc(C(O)c2nc3ccccc3n2C(C)C)c1OC (centres undefined)

assay / compound	1	2	3	4	5	6	7	8
Keap1 Nrf2 FP	-4	-1	0	1	-3	-5	0	-2
Wnt act	-1	-1	-2	-1	0	2	.	2
OPRM1-OPRD1 inv	-3	1	2	2	11	-13	5	3
Pemphigus Ab inh	.	-14	99	115	102	.	103	97
RTF Ca sens inh	-4	-9	-8	-5	-5	-18	-6	-7
C-LANA FP	-0.2	1.5	-1.2	.	-1.0	-2.0	-1.3	-0.8
V-ATPase pH	4	-2	-1	-3	0	1	-6	2
RTF Ca sens act	2	-14	12	0	-4	6	-4	-6
Arr AP2 block	5	1	-10	-9	-1	24	3	21
OPRM1-OPRD1 ag	0.6	-0.1	-0.4	-0.3	-1.7	2.8	-0.8	-0.5

9. Cc1ccc2c(C)c(C(=O)N3CCN(Cc4ccccn4)CC3)oc2c1C
10. O=C(CCc1ccc(S(=O)(=O)NCc2ccccc2)cc1)NCc1ccco1
11. Fc1ccc(Cn2nnc(-c3ccc(CN4CCOCC4)cc3)n2)cc1
12. CC1CC(C)CN(C(=O)C(C)N2CCN(S(=O)(=O)c3ccc(C(F)(F)F)cc3)CC2)C1 (centres undefined)
13. O=S(=O)(c1cccc(C(F)(F)F)c1)N1CCC(CO)(CCCc2ccccc2)CC1
14. N/C(=N\OC(=O)CN1C(=O)c2ccccc2C1=O)c1ccc(Cl)cc1
15. CCOC(=O)C(C)n1cnc2c(nnn2Cc2ccc(C)cc2)c1=O (centres undefined)
16. Cc1ccc(CC2CC(=O)N(c3ccc4c(c3)OCCO4)C2=O)cc1 (centres undefined)

assay / compound	9	10	11	12	13	14	15	16
Keap1 Nrf2 FP	0	2	-5	-1	-6	-6	-4	3
Wnt act	1	-1	-7	-3	-2	-2	.	0
OPRM1-OPRD1 inv	1	16	14	-6	-20	6	0	1
Pemphigus Ab inh	108	121	103	.	101	101	.	94
RTF Ca sens inh	-5	-13	-14	-9	2	9	-5	6
C-LANA FP	-0.9	0.9	-0.9	1.4	-0.6	-1.1	0.2	-0.1
V-ATPase pH	1	4	-3	-2	-7	-2	-1	0
RTF Ca sens act	-5	11	0	-3	1	-1	-4	-4
Arr AP2 block	-4	-8	8	5	-10	4	-4	4
OPRM1-OPRD1 ag	-0.2	-3.1	-2.3	1.5	3.9	-1.2	0.0	-0.3

17. O=C(Nc1cccnc1)c1ccco1
18. CCC(C)(C)C(=O)Nc1cc([N+](=O)[O-])ccc1F
19. O=C(NCC1OCCc2ccccc21)c1ccc(NC(=O)c2ccc(Cl)cc2)cc1 (centres undefined)
20. CCc1nc(N2CCCC2)c(C#N)c2c1CCCC2
21. COc1ccc(C)cc1Nc1nc(-c2c(C)[nH]c3ccccc23)cs1
22. O=C(CSc1nnnn1-c1cccc(F)c1)NC1CCCCC1
23. Cc1nc(SCC(N)=O)c(C#N)c(C)c1C
24. CCCCC(=O)Nc1ccc(C(=O)OC2CCCCC2)cc1

assay / compound	17	18	19	20	21	22	23	24
Keap1 Nrf2 FP	0	-1	-1	0	-2	-3	-3	-2
Wnt act	4	.	-8	3	-5	-1	1	.
OPRM1-OPRD1 inv	0	15	-32	-8	-20	6	7	-27
Pemphigus Ab inh	.	.	97	.	98	.	101	106
RTF Ca sens inh	-6	-3	-6	-1	7	-6	3	6
C-LANA FP	0.9	0.5	-4.8	-0.3	-0.5	0.5	-0.1	1.4
V-ATPase pH	-4	0	1	-6	-1	11	-2	-4
RTF Ca sens act	3	-4	0	-4	-2	1	8	2
Arr AP2 block	10	-2	-8	29	11	-8	3	-6
OPRM1-OPRD1 ag	-0.1	-3.1	6.0	1.4	2.9	-1.5	-1.3	5.4

25. Cc1ccc(NS(=O)(=O)c2ccc(Cl)s2)nc1
26. Cc1ccc(N=C2NC(=O)/C(=C/c3cccnc3)S2)cc1C
27. Cc1cccc(C)c1NC(=O)Cn1c(=O)n(CCCC(=O)NC2CCN(Cc3ccccc3)CC2)c(=O)c2ccccc21
28. O=C(NNC(=O)c1sccc1-n1cccc1)c1cccc(Cl)c1
29. O=C(c1cccs1)N1CCC(N2CCN(c3ccccc3)CC2)CC1
30. CCCc1nnc(SCC(=O)Nc2ccc(OC)cc2)n1N
31. COc1cc([N+](=O)[O-])cc(/C=N/NC(=O)C(C)Nc2cccc(C)c2)c1O (centres undefined)
32. COc1ccc2c(c1OC)C(=O)N(c1ccc(O)cc1)C2=O

assay / compound	25	26	27	28	29	30	31	32
Keap1 Nrf2 FP	0	-5	-2	-4	0	8	-3	1
Wnt act	1	-1	-1	.	.	.	-4	0
OPRM1-OPRD1 inv	5	-1	1	10	7	4	3	10
Pemphigus Ab inh	.	102	96	99	94	96	100	99
RTF Ca sens inh	-8	-7	-8	1	-5	4	3	-3
C-LANA FP	1.7	0.0	-1.5	0.2	1.0	-0.6	1.4	1.9
V-ATPase pH	6	7	-2	5	1	-2	0	-3
RTF Ca sens act	-1	20	-2	-4	-7	0	-5	2
Arr AP2 block	4	-2	23	5	7	38	49	5
OPRM1-OPRD1 ag	-1.0	0.2	-0.2	-2.2	-1.3	-0.8	-0.6	-1.9

33. N#Cc1ccc(OCC(=O)N2CCCC2=O)cc1
34. CC(C)(CNC(=O)C1c2ccccc2-c2ccccc21)N1CCOCC1
35. Cc1ccn2cc(C(=O)Nc3ccc4c(c3)OCCO4)nc2c1
36. Cc1ccc(C(=O)Nc2ccc(C(=O)N/N=C/c3ccccn3)cc2)cc1
37. COc1cc2ccccc2cc1C(=O)N1CC(C)CC(C)C1 (centres undefined)
38. N#Cc1c(NC(=O)CSc2nc(N)cc(=O)[nH]2)sc2c1CCCCCC2
39. CC(=O)N1CCN=C1SCc1ccccc1Cl
40. CCOc1ccc(NC(=O)c2ccccc2-c2ccccc2C(=O)O)cc1

assay / compound	33	34	35	36	37	38	39	40
Keap1 Nrf2 FP	-3	-2	-5	-6	0	-3	-2	-2
Wnt act	2	1	24	-5	1	-7	0	13
OPRM1-OPRD1 inv	12	9	-5	-43	-4	-16	14	5
Pemphigus Ab inh	.	.	102	100	115	100	107	.
RTF Ca sens inh	-11	1	-10	-30	-1	2	-3	-6
C-LANA FP	0.4	-1.3	0.7	-0.4	-0.9	-1.5	0.0	0.8
V-ATPase pH	1	2	2	-4	-2	2	-2	2
RTF Ca sens act	-3	0	9	-2	-8	1	-1	8
Arr AP2 block	-15	-15	13	5	3	2	3	-12
OPRM1-OPRD1 ag	-3.1	-1.4	0.9	8.1	0.7	2.7	-2.8	-1.1

41. O=C1CCN(S(=O)(=O)c2cc(C(F)(F)F)ccc2Cl)CC1
42. CCNC(=O)C(=O)Nc1cc2c3c(c1)CCN3C(=O)CC2
43. CN1CCC(=C2c3ccccc3Sc3ccccc32)CC1
44. CCn1c2ccccc2c2cc(/C=N/n3c(-c4cc(C)[nH]n4)n[nH]c3=S)ccc21
45. COc1ccc(NC(=O)COc2ccc(CNCCCN3CCOCC3)cc2OC)cc1
46. C=CCn1cnc2scc(-c3ccc(CC)cc3)c2c1=O
47. COCCNc1ccc(N2C(=O)CCCC2=O)cc1[N+](=O)[O-]
48. Cc1cccc(NC(=O)C2CCCN(C(=O)NCc3ccccc3)C2)c1C (centres undefined)

assay / compound	41	42	43	44	45	46	47	48
Keap1 Nrf2 FP	-5	-1	-7	0	-5	1	1	-3
Wnt act	4	-2	-1	3	.	-1	4	-4
OPRM1-OPRD1 inv	2	12	-2	-21	-16	-4	19	-6
Pemphigus Ab inh	113	107	118	.	111	101	101	99
RTF Ca sens inh	-6	-4	-19	-2	2	2	3	-8
C-LANA FP	0.4	-0.4	1.4	1.1	-1.7	0.0	-0.1	-1.4
V-ATPase pH	2	-2	2	-2	-3	0	0	2
RTF Ca sens act	-1	-7	16	-2	9	2	2	0
Arr AP2 block	-2	-2	2	-25	-6	-5	43	6
OPRM1-OPRD1 ag	-0.4	-2.3	0.3	4.2	2.5	0.7	-3.6	0.8

Compound profiles (already shown). Values in the order: Keap1 Nrf2 FP	Wnt act	OPRM1-OPRD1 inv	Pemphigus Ab inh	RTF Ca sens inh	C-LANA FP	V-ATPase pH	RTF Ca sens act	Arr AP2 block	OPRM1-OPRD1 ag
CN1CCC(=C2c3ccccc3Sc3ccccc32)CC1 as listed: -7	-1	-2	118	-19	1.4	2	16	2	0.3
COCCNc1ccc(N2C(=O)CCCC2=O)cc1[N+](=O)[O-] as listed: 1	4	19	101	3	-0.1	0	2	43	-3.6
O=C1CCN(S(=O)(=O)c2cc(C(F)(F)F)ccc2Cl)CC1 as listed: -5	4	2	113	-6	0.4	2	-1	-2	-0.4
C=CCn1cnc2scc(-c3ccc(CC)cc3)c2c1=O as listed: 1	-1	-4	101	2	0.0	0	2	-5	0.7

Continuation.
49. Cc1nnc(NC(=O)c2ccc(S(=O)(=O)C(F)F)cc2)s1
50. O=C(Nc1ccccc1)N1CCCc2ccccc21
51. COc1ccc(-c2cc(C(=O)N3CCCc4ccccc43)no2)cc1OC
52. CCCCn1c(NC(C)=O)c(C#N)c2nc3ccccc3nc21
53. O=C(NC(NC(=S)N1CCOCC1)C(Cl)(Cl)Cl)c1ccc(Cl)cc1 (centres undefined)
54. Cc1ccc(NC(=O)Cn2nnc(C(=O)NCCc3ccccc3)c2N)c(C)c1
55. COC1=NS(=O)(=O)c2ccccc21
56. Cc1cc(C)cc(Nc2c(F)c(F)c(F)c(F)c2C(=O)O)c1

assay / compound	49	50	51	52	53	54	55	56
Keap1 Nrf2 FP	0	-5	-2	-2	-4	5	-3	-1
Wnt act	5	.	.	0	-10	.	0	-2
OPRM1-OPRD1 inv	10	11	-24	3	12	-21	6	.
Pemphigus Ab inh	93	103	105	98	83	102	98	.
RTF Ca sens inh	6	-12	-10	-3	-10	0	8	.
C-LANA FP	2.2	-0.7	-0.4	0.8	-2.7	0.0	2.4	1.3
V-ATPase pH	0	1	-5	1	0	-4	3	0
RTF Ca sens act	5	-3	3	-2	-5	0	-1	.
Arr AP2 block	-3	-3	0	-4	-13	6	0	40
OPRM1-OPRD1 ag	-1.8	-2.0	4.5	-0.5	-2.4	4.3	-1.1	.

57. CN(C)C(CNc1ncccn1)c1ccccc1 (centres undefined)
58. CCc1ccc(C(=O)C(C)OC(=O)CN2C(=O)NC3(CCCC3)C2=O)cc1 (centres undefined)
59. COC(=O)c1nc(NC(=S)NC(=O)c2cccs2)sc1C
60. O=C(NCCN1CCCC1)c1ccc(Cn2c(=S)[nH]c3ccc(Br)cc3c2=O)cc1

assay / compound	57	58	59	60
Keap1 Nrf2 FP	2	-5	-6	-5
Wnt act	-1	1	-1	-2
OPRM1-OPRD1 inv	-20	22	10	-3
Pemphigus Ab inh	.	104	.	107
RTF Ca sens inh	10	2	-2	-8
C-LANA FP	1.5	-1.7	1.0	-3.0
V-ATPase pH	-1	-1	3	2
RTF Ca sens act	-2	4	1	-2
Arr AP2 block	-1	0	3	11
OPRM1-OPRD1 ag	3.8	-4.5	-1.8	0.5
